Compound activity as filed in PubChem.
LANA DNA inh = KSHV C-LANA DNA binding inhibition. MBP-C-LANA/FAM-LBS DNA binding, fluorescence polarization. inhibition, % at 9 µM. 340,000 compounds, 0.078% hits. AID 504423;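 active = highest replicate inhibition at or above 60% at 9 µM, even if other replicates fall short; inactive = all replicates below 60% inhibition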;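 note: 0% = neutral control wells and 100% = 4 µM acridine orange control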
Keap1-Nrf2 PPI = inhibitors of human Keap1-Nrf2 protein-protein interaction; Q14145; Keap1 Kelch-Nrf2 peptide fluorescence polarization, 1536-well; inhibition, % at 9.4 µM; 340,000 compounds, 0.15% hits; in the data active = inhibition above about 12%;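 note: human Keap1 Kelch domain with fluorescein labeled Nrf2 9mer peptide probe; 0% = neutral control wells and 100% = peptide positive control; higher means more block of Keap1 binding to Nrf2 peptide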
PvdQ acylase = P. aeruginosa PvdQ acylase inhibition; purified PvdQ acylase, fluorescence plate reader; inhibition, % at 10 µM; 340,000 compounds, 0.063% hits; in the data active = inhibition above about 30%, passing the limit was not always enough;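 note: 0% = vehicle neutral wells and 100% = reference inhibitor wells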
Cardiac RTF inh = cardiac RTF calcium desensitization. P19429+P45379. IANBD-labeled cardiac RTF, Ca2+ fluorescence. inhibition, % at 7.15 µM. 340,000 compounds, 0.12% hits. AID 493244;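 active = inhibition above the mean inhibition of all tested compounds plus 3 SD, cut at about 17% in these data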;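 note: assay run at fixed EC70 calcium of 1.6 mM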
DAGLB inhibitor = diacylglycerol lipase beta (human) inhibition; Q8NCG7; HEK293T DAGLB membrane lysate, EnzChek fluorogenic substrate; inhibition, % at 5.17 µM; 340,000 compounds, 0.059% hits; AID 504411; in the data active = inhibition above about 34%;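 note: 0% = enzyme with vehicle and 100% = wells lacking enzyme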
NSD2 HMT inh = NSD2 (human) methyltransferase inhibition | O96028 | NSD2 peptide methylation, AlphaScreen, 120 min | inhibition, % at 12.5 µM | 310,000 compounds, 0.54% hits; in the data active = inhibition above about 50%
SR-BI DiI inh = blocks mouse SR-BI lipid uptake from DiI-HDL; ldlA[mSR-BI] CHO cells, DiI-HDL uptake fluorescence, 3 h; Q61009; 320,000 compounds, 0.96% hits; AID 488896; inhibition, % at 12.5 µM;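 active = mean replicate inhibition of at least 70% and a set share of replicates each scoring 70 or more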;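 note: 0% = median of neutral control wells and 100% = median of positive control wells; values of inactives mirror those of a sister screen read the other way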
SR-BI uptake up = enhances SR-BI lipid uptake from DiI-HDL; CHO ldlA[mSR-BI] cells, DiI-HDL uptake fluorescence, 3 h; 100 = double the neutral-control signal; activation, % at 12.5 µM; 320,000 compounds, 0.096% hits; AID 504775;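 active = mean replicate activation of at least 60% and every replicate at or above 60%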;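 note: 0% = median plate neutral-control signal and 100% = twice that signal; values of inactives mirror those of a sister screen read the other way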
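Test system: SR-BI-overexpressing, LDLR-lacking CHO cells; Also added: labelled HDL, 10 µg/mL; Measured by: bottom-read cell fluorescence after medium removal, ex 550/em 595 nm; Timing: 3 h uptake period with compound, 37 °C; Buffer or medium: F12, 0.5% BSA, 25 mM HEPES; Doses: single compound concentration, delivered by pin transfer.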
Arr AP2 block = blocks beta-arrestin peptide binding to AP2 adaptin; FITC-arrestin peptide / GST-AP2 beads, flow cytometry; AP2 beta2 appendage carries R879A mutation; inhibition, % at 10 µM; 340,000 compounds, 0.31% hits; AID 504490;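 active = inhibition above a set limit, near 3 SD of compounds lacking own fluorescence, cut at about 54% in these data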;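 note: plate controls were DMSO wells for no effect and 5 µM unlabelled arrestin peptide for full effect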
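Measured by: flow cytometry, FL1 (488/535 nm); Material: AP2 appendage R879A on GSH beads; Evaluation: percent response; Timing: pre-incubation 12 min, peptide binding 1 h, room temperature; Also added: 50 nM FITC-arrestin peptide; Medium: PBS with 0.05% Tween 20 and 0.1% BSA.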
PKA-R2B activ = PKA-R2B complex activation; P22694+P31323; PKA-R2B holoenzyme dissociation, Cy5-IP20 fluorescence polarization; R2B truncated from residue 108, S112A mutant; 0% DMSO only, 100% 113 µM cGMP; activation, % at 11.4 µM; 340,000 compounds, 0.079% hits; AID 504700;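 active = activation above a cutoff set at the mean over all compounds plus 3 SD, cut at about 18% in these data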;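 note: higher means more holoenzyme dissociation and a rise in polarization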
* = called active by the depositor; . = no result given.

Molecule,SR-BI DiI inh,PvdQ acylase,Arr AP2 block,Keap1-Nrf2 PPI,NSD2 HMT inh,Cardiac RTF inh,SR-BI uptake up,PKA-R2B activ,DAGLB inhibitor,LANA DNA inh
O=C(CN1CCN(S(=O)(=O)c2ccccc2)CC1)NCc1ccccc1,-7,-10,-12,0,-3,-11,7,3,0,-1.3
Cc1nn(-c2ccccc2)c(C)c1NC(=O)COC(=O)c1cccc(OC(F)F)c1,-14,-7,-11,2,-1,-10,14,4,-1,0.7
O=C(COC(=O)c1cc(S(=O)(=O)N2CCCC2)ccc1O)NCCc1ccccc1,-6,-3,-12,0,-3,0,6,2,2,0.1
COc1ccccc1NCCC(=O)O,0,4,16,1,-2,6,0,3,0,-13
Cc1ccc(-c2nnc(NCc3nc4ccccc4[nH]3)c3ccccc23)cc1S(=O)(=O)N1CCOCC1,30,10,-1,-7,0,-7,-30,2,-4,-2.7
COc1ccc(N2CCN(C(=O)CSc3nnc(-c4cccnc4)n3-c3ccccc3)CC2)cc1,-10,3,22,-2,2,-5,10,-11,0,1.1
O=C1C2C3C=CC(C3)C2C(=O)N1CCCCCCN1C(=O)C2C3C=CC(C3)C2C1=O (centres undefined),-28,-6,-6,-7,0,-2,28,-4,0,0.7
CC(=O)N(CCc1ccccc1C)Cc1cc2cc3c(cc2[nH]c1=O)OCO3,-13,-13,-3,-8,2,8,13,7,4,0.9
Cc1ccnc(N2C(=O)c3ccccc3C2=O)c1,-16,19,23,-6,-1,0,16,-7,1,0.1
Cc1ccc(Nc2ccc(S(=O)(=O)N3CCOCC3)cc2[N+](=O)[O-])cc1C,14,-22,5,-4,6,-6,-14,-5,19,-0.8
COC(=O)c1ccc(C(c2c(N)n(CC(C)C)c(=O)[nH]c2=O)N2CCN(c3ccccc3)CC2)cc1 (centres undefined),39,-9,0,-6,-2,-2,-39,2,3,1.5
CCCCN(CCCC)C(=O)c1cn(CC)c2cc(N3CCN(C)CC3)c(F)cc2c1=O,11,-4,-4,-1,7,-3,-11,-7,1,0.9
O=C(NCCN1CCCC1)C1CC(=O)N(C2CCCCC2)C1 (centres undefined),-16,-20,0,-8,0,1,16,-9,-4,-0.8
O=C(C1CCCN(S(=O)(=O)c2ccc(Br)s2)C1)N1CCCCCC1 (centres undefined),12,-8,-12,-2,3,1,-12,-12,-2,2.3
Cc1ccc(-c2noc(CSc3nnc(Cc4cccs4)n3-c3ccccc3)n2)cc1,-7,-5,-1,0,.,-1,7,-3,-5,0.4
O=C(NCc1ccncc1)c1ccc(NS(=O)(=O)c2ccc(F)cc2)cc1,-10,6,36,-6,-3,5,10,-1,-1,0.3
CCOC(=O)c1c(NC(=O)CSc2ncccn2)sc(C(=O)NC)c1C,18,-2,3,-1,2,-6,-18,14,1,0.7
O=C(OCC(=O)N1CCN(C(=O)c2ccco2)CC1)c1cccc(O)c1,2,1,19,-1,2,1,-2,-4,-3,-1.2
O=Cc1cn(CC(O)Cn2cc(C=O)c3ccccc32)c2ccccc12,-7,-2,-8,5,-2,-7,7,5,-1,1.8
CCc1nnc(NC(=O)NCN2C(=O)C3C4C=CC(C4)C3C2=O)s1 (centres undefined),-16,-4,6,-2,17,10,16,-5,2,-0.9
O=C(Nc1ccccc1Cl)C1CCN(Cc2cnn(-c3ccccc3)c2-n2cccc2)CC1,10,-12,5,1,-1,-1,-10,10,-2,-0.6
CCn1c2ccccc2c2cc(/C=N/NC(=O)c3cc(O)cc(O)c3)ccc21,-32,-12,-1,-15,9,-3,32,4,-2,-1.7
CN(C)/C=C1\Cc2ccccc2C1=O,-13,6,32,-2,13,0,13,-2,-2,-1.6
COC(=O)CSc1nnc(NC(=O)/C=C\c2ccc3c(c2)OCO3)s1,-29,-7,-5,5,-1,-5,29,-13,2,-0.3
Clc1ccc(Nc2ncn[nH]2)c(Cl)c1,-22,-28,5,2,-3,-7,22,9,1,1.0
CC(C)Nc1nc(NC(C)C)nc(C(=O)OCCO)n1,-10,7,8,-1,.,-7,13,-1,-2,7.9
CC(OC(=O)Cc1coc2cc3c(cc12)CCC3)C(=O)NC(N)=O (centres undefined),-11,1,18,6,1,-6,11,7,1,3.0
CCCn1nnnc1NCc1cccc(OC)c1,11,-18,8,0,-4,-8,-11,6,0,1.1
Cc1ccc(-c2nn3c(C)nnc3s2)cc1NC(=O)c1cccs1,20,-14,5,2,-1,0,-20,8,2,0.9
Cc1ccc(C)c(S(=O)(=O)N2CCN(C(=O)c3n[nH]c(=O)c4ccccc34)CC2)c1,-17,-15,-9,1,5,-9,17,-5,3,0.2
O=C(Nc1ccccn1)c1ccc(C(=O)c2ccccc2)cc1,-7,1,17,1,-1,1,7,-5,-1,-0.3
Cc1ccc(C(C)C)c(OCCn2ccnc2C)c1,-3,-10,9,-3,-1,-5,3,-8,-2,7.2
CN(CC(=O)NCC(=O)Nc1ccc(F)cc1)C1CCS(=O)(=O)C1 (centres undefined),-4,-12,-8,-6,-2,-6,4,4,2,-0.9
Cc1cc(N)n(-c2ccc(S(=O)(=O)N3CCOCC3)cc2[N+](=O)[O-])n1,.,1,-9,4,-1,4,.,-1,0,-0.8
COc1ccc(-c2c(-c3cc(OC)cc(OC)c3)n(C)c3ccc(-c4ccc(OC)c(F)c4)cc23)cc1,0,-3,9,-3,.,-17,-1,-4,-1,-0.5
CCC12CC3CC(C1)CC(C(=O)Nc1nn[nH]n1)(C3)C2,-50,-5,-3,2,-2,-4,50,9,2,-0.6
CCOC(=O)C(=O)C1=C(N2CCOCC2)/C(=C\c2ccc(F)cc2)CC1,63,-8,14,-5,.,4,-63,5,8,1.9
COc1ccc(-c2noc(CSc3nc4ccccc4c(=O)n3-c3ccccc3)n2)cc1OC,-2,0,5,-2,1,3,2,-2,-2,-1.2
CCNc1ccc(C(=O)OCC(=O)NCc2ccc(C)cc2)cc1[N+](=O)[O-],-4,-13,15,-2,2,2,4,-5,-1,-1.3
O=C1c2ccc([N+](=O)[O-])cc2C(=O)N1Cc1cccnc1,3,-21,15,-2,1,-2,-3,8,0,0.8
S=C(Nc1cccnc1)N1CCN(c2ccccc2Cl)CC1,.,-3,9,0,8,-6,.,0,-2,-0.5
CSc1ccccc1C(=O)N1CCCCC1,.,-7,34,-1,3,-3,.,-3,-1,12
CC1Cc2ccccc2N1S(=O)(=O)c1cnc(Cl)c(Cl)c1 (centres undefined),.,-14,-7,-2,-1,-1,.,-1,-7,-0.7
COC(=O)COc1ccccc1/C=C1/NC(=O)NC1=O,3,-12,1,2,.,-4,-3,-3,-2,0.5
COCCCNCCOCCOc1ccc(Cl)cc1Br,-26,-13,-8,-1,0,-13,26,5,2,0.5
COc1cc(/C=N/NC(=O)COc2ccc(-n3cnnn3)cc2)ccc1OCC(N)=O,22,10,-11,-4,-2,0,-22,0,-1,1.0
O=C1C=C(c2cccc3c2sc2ccccc23)C[C@@H](c2ccc(Cl)cc2)C1,52,12,18,-2,.,5,-52,-8,-3,-0.2
CCN(C[C@H]1N[C@@](CC)(C(=O)OC)[C@H]2C(=O)N(C)C(=O)[C@@H]12)C(=O)COc1ccccc1,-35,-6,-6,-4,.,-5,35,0,0,0.7
CC(=O)N1CCN(Cc2nc3cc(NC(=O)Cn4nc(C)c5ccccc5c4=O)ccc3n2C)CC1,-7,-15,2,-2,60*,-5,7,2,-1,0.4
CCN(CC)S(=O)(=O)c1cc(C(=O)N(C)CC(=O)Nc2ccc(Cl)cc2)ccc1Cl,-37,-4,-12,3,-5,11,37,-8,-3,0.9
Cc1cc(C)c2c(=O)n(CC(=O)NC3CCCC3)sc2n1,.,7,33,1,11,0,.,-5,3,-1.0
Cc1ccc(Nc2cnn(C34CC5CC(CC(CC(=O)O)(C5)C3)C4)c(=O)c2Cl)cc1,-10,6,20,0,19,3,10,-10,2,0.6
Cc1nc(SCC(=O)Nc2ccc3c(c2)OCO3)c(C#N)c2c1CCCC2,-14,-13,0,-1,-2,3,14,0,-4,1.4
Cc1cc(C(=O)O)oc(=O)c1,-2,7,12,1,-2,-1,2,-8,-1,-2.8
Oc1cnn(-c2ccccc2)c1,-15,14,-7,-2,23,0,15,10,-2,4.7
CCOC(=O)c1c(NC(=O)CC)sc2c1CCN(Cc1ccccc1)C2,63,-5,-2,-2,.,-2,-63,12,-7,-0.8
N=c1c(C(=O)NC2CCCC2)cc2c(=O)n3ccccc3nc2n1C1CCCC1,-7,-29,30,-3,0,7,7,-5,-1,1.5
